RAM inhibit = inhibitors of the yeast RAM network; S. cerevisiae dse1pr::URA3 reporter, 5-FOA growth OD615, 2 d; analog-sensitive cbk1-as2 kinase mutant strain; inhibition, % at 50 µM; hit rate 1.8% among 190,000; AID 868;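 active means inhibition above a set limit, 3 SD over mean compound inhibition, cut at about 8.4% in these data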;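 further: 0% = DMSO-only wells with no growth and 100% = 10 µM 1-NA-PP1 full growth; inhibition rescues growth on 5-FOA so higher OD means more RAM inhibition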
TNAP inh no acc = inhibitors of human TNAP without phosphate acceptor; purified TNAP, CDP-star luminescence, 30 min; inhibition, % at 20 µM; hit rate 0.26% among 200,000; AID 1012;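 active means tissue-nonspecific alkaline phosphatase inhibition above about 50% at 20 µM in the single-dose screen, limit read from the data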;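 further: 0% = DMSO negative control and 100% = EDTA positive control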
Hsp70 act = transcriptional activators of Hsp70. HeLa Hsp70 promoter luciferase reporter, luminescence; scaled: vehicle 0, proteasome-inhibitor control 100%. activation, % at 10 µM. hit rate 0.04% among 200,000;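 active means activation above the mean across all tested compounds plus 3 SD, cutoff set per campaign, cut at about 5.5% in these data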;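 further: 100% = MG132 at 30 µM as the positive control and 0% = DMSO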
PMI act = increases human mannose-6-phosphate isomerase activity; purified human PMI, coupled resazurin fluorescence, 20 min; active compounds read high; 1 = vehicle control, 0 substrate-free wells; activation factor at 20 µM; hit rate 0.005% among 190,000; P34949;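 active means activation factor of 2 or more at 20 µM, relative to plate controls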
Target sequence (P34949 whole entry, looked up): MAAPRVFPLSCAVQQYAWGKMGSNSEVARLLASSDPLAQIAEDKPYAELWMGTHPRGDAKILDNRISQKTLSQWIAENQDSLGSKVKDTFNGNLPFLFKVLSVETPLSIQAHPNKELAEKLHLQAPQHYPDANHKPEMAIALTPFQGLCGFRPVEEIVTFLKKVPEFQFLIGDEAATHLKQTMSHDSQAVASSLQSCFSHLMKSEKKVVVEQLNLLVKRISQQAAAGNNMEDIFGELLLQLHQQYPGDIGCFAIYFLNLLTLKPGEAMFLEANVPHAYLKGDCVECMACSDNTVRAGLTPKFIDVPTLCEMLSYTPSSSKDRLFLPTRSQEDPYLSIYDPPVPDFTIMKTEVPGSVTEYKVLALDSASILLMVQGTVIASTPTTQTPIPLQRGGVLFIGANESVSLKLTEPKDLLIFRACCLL
HMGR II inh = blocks class II HMG-CoA reductase of Enterococcus faecalis | hit rate 0.41% among 190,000 | purified E. faecalis HMGR, NADPH absorbance 340 nm kinetic | inhibition, % at 10 µM | AID 1066;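 active means inhibition above a set limit, the median over all tested compounds plus 3 SD, cut at about 9.5% in these data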;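 further: enzyme runs in reverse so mevalonate oxidation gives rising NADPH absorbance; 0% = complete reaction with DMSO and 100% = background rate lacking mevalonate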
S1P3 antag = blocks the human S1P3 receptor | Q99500 | CHO S1P3 NFAT-BLA reporter, FRET fluorescence, antagonist mode | inhibition, % at 4.98 µM | hit rate 0.27% among 170,000 | AID 485;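 active means inhibition above the plate cutoff, the mean inhibition of test wells on that plate plus 3 SD, cut at about 28% in these data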;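 further: cells challenged with S1P at its EC80 of 0.8 µM; blue over green emission ratio from cleaved BLA substrate after 4 h stimulation; 0% = S1P-stimulated wells and 100% = unstimulated DMSO-only wells; some compounds past the cut are filed as inactive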
Target sequence (Q99500 whole entry, looked up): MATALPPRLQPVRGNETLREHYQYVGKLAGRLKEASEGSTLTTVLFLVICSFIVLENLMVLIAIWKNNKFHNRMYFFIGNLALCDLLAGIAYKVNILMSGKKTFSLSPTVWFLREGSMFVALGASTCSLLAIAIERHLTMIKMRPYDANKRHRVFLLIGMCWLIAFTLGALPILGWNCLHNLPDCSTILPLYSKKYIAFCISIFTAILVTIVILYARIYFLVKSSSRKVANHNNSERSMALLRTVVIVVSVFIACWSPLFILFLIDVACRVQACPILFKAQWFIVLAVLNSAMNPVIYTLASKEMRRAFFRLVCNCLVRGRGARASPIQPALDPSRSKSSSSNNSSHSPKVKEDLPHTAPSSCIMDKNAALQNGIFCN
TNAP inh hi DEA = TNAP (human) inhibition, high acceptor | P05186 | purified TNAP, CDP-star luminescence, 1 M DEA | inhibition, % at 20 µM | hit rate 0.03% among 200,000 | AID 1135;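 active means over 50% inhibition of tissue-nonspecific alkaline phosphatase at 20 µM in the single-dose screen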;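 further: plate controls were DMSO wells for no effect and EDTA-quenched wells as full inhibition for full effect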
Redox H2O2 prof = compounds producing H2O2 with reducing agent – biochemical, NIH compound library profiling, artefact control for MLSCN library redox annotation, primary screen; hit rate 0.03% among 200,000; DTT-dependent redox cycling H2O2, phenol red/HRP absorbance; 100% = 100 µM peroxide control, 0% = buffer; activation, % at 10 µM; AID 878;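 active means activation of at least 50% relative to the plate's high and low controls in the primary single-dose screen; inactive means activation below 50%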;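 further: compound incubated with DTT at 0.8 mM final as the reducing agent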
L major viab = reduces viability of Leishmania major promastigotes | resazurin fluorescence viability | inhibition, % at 10 µM | hit rate 9% among 200,000 | AID 1063; in the data active means inhibition above about 50%;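 further: promastigotes grown with compound for 44 hours at 28 °C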
PMI act satM6P = PMI (human) activation, high substrate | P34949 | coupled PMI enzyme assay, resazurin fluorescence, 20 min; active compounds read high; 1 = untreated enzyme, 0 = substrate-free blank | activation factor at 20 µM | hit rate 0.34% among 190,000 | AID 1216;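 active means activation factor of 2 or more at 20 µM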
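Material: human phosphomannose isomerase with PGI, G6PDH, diaphorase coupling enzymes / Reagent: Man-6-P substrate 1.0 mM / Dosing: single compound dose of 20 µM, 1% DMSO final / Incubation: enzyme reaction with compound 20 min at room temperature / Signal: resorufin fluorescence (Ex 544/Em 590 nm) from resazurin via diaphorase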
* = called active by the depositor; · = no result given. Random draw from the library; about 12% have a hit in one of these screens.

Screens in order – RAM inhibit	TNAP inh no acc	Hsp70 act	PMI act	HMGR II inh	S1P3 antag	TNAP inh hi DEA	Redox H2O2 prof	L major viab	PMI act satM6P
O=C(O)COc1ccc(/C=N/NC(=O)COc2nsnc2N2CCOCC2)cc1
  0.2	-3	0.1	1.2	-1	-9	-10	-1.4	-1	1.2
O=C(O)CC(CP(=O)(c1ccccc1)c1ccccc1)C(=O)O (stereo unspecified)
  -0.7	-10	-0.2	1	-1	15	-4	1.1	-6	1
COc1ccccc1-c1nnc(NC(C)=O)s1
  1.6	-5	0.2	1.1	3	-7	4	0.4	-1	1.1
COc1ccc(C(=O)Cn2c(NCCO)nc3ccccc32)cc1OC
  0.8	-14	-0.5	1.1	-4	·	-5	0.2	-4	1
CCC(C)COC(=O)c1ccc(C(=O)O)cc1 (stereo unspecified)
  -0.5	-7	-0.2	1	-7	-15	-3	2.1	-6	1
CC1(C)C2CC=C(/C=N/NC(=O)c3ccccc3Br)C1C2 (stereo unspecified)
  1.9	-5	-0.2	1	-7	-3	-2	0.2	100*	1
NC(=O)C1CCCN(C(=O)c2ccc(Cl)cc2)C1 (stereo unspecified)
  0.8	-4	-0.5	0.9	0	2	0	-0.5	0	0.9
CCOC(=O)c1ncn2c1C(=O)OC2(C)C
  0.7	-12	-0.2	1	0	2	-7	-2.3	-4	0.9
C1CN(CC2CCN(c3nc4nonc4nc3N3CCSCC3)CC2)CCO1
  0.5	0	0.2	0.8	-3	-24	-4	-1.0	0	0.9
CC(C)Nc1nc(NC(C)C)nc(OCCOC(=O)Nc2ccccc2)n1
  2.2	-9	0.0	0.9	0	·	-7	0.1	21	1
COc1cc(/C=N/n2nnnc2N)ccc1OCc1c(C)no[n+]1[O-]
  5.7	-4	-0.2	1	7	6	-2	0.2	54*	1
O=S(=O)(NCc1ccncc1)c1ccccc1
  0.8	-15	-0.3	1.1	-2	·	-4	0.0	-5	1.1
COc1ccc(OC)c(NC(=O)c2c(NC(=O)CCC(=O)O)sc3c2CCCCC3)c1
  -0.3	-10	-0.1	1.3	-6	-4	1	-0.1	-6	1.7
O=C(CNC(=O)c1ccc(-c2ccccc2)cc1)OCc1c(Cl)cccc1Cl
  1.2	-4	0.0	1	-2	10	0	0.2	-9	1
O=C(c1ccccc1Oc1ccccc1)N1CCN(c2ccc(F)cc2)CC1
  1.9	-2	0.1	1	-8	·	-7	-3.9	10	1
N#CCCn1cnc2ccccc21
  2.3	-4	-0.4	0.9	3	-13	3	0.3	-6	1
O=S(=O)(c1ccc(N2CCCC2)nc1)N1CCCC1
  -0.1	-12	0.5	1.1	-1	2	-3	-1.1	4	1.1
COc1ccc(CC(=O)Nc2nc3ccc(F)cc3s2)cc1S(=O)(=O)N1CCOCC1
  1.3	-7	0.4	0.9	-7	·	-5	2.0	90*	0.8
O=C(Cc1cccc(C(F)(F)F)c1)NCc1ccc(Cl)cc1
  1.0	-20	-0.2	0.8	0	16	-3	0.1	-3	0.9
CCOC(=O)c1ccc2c(c1)NC(=O)C(N1CCN(c3ccc(OC)cc3)CC1)S2 (stereo unspecified)
  2.6	6	-0.2	1	-2	-28	0	0.4	-3	1
O=C(CN(Cc1cccs1)C(=O)CNS(=O)(=O)c1ccc(F)cc1)NCc1ccco1
  1.9	-15	-0.4	1.1	-4	-5	-7	-2.8	0	1.1
CCOc1ccc(NC(=O)Nc2ccc(N(C)C(C)=O)cc2)cc1
  -0.1	-14	-0.2	0.9	0	3	-2	2.1	-6	1
CC1CN(C(=O)c2cc([N+](=O)[O-])cc([N+](=O)[O-])c2)CC(C)O1 (stereo unspecified)
  0.0	-9	-0.1	·	-2	11	-7	-0.3	2	·
COc1ccc(CNC(=O)Cn2nc(C(F)(F)F)cc2C)cc1
  1.5	-4	-0.2	1	-2	4	-2	-1.0	-7	1
O=C(NCc1ccc2c(c1)OCO2)c1ccc(CN2CCc3ccccc3C2)cc1
  -0.8	-10	-0.3	0.9	-7	·	-8	-8.2	32	0.9
O=c1[nH]nc(CNc2cccc(C(F)(F)F)c2)c2ccccc12
  3.4	-6	-0.4	0.9	-5	-13	0	-2.3	10	1
Cc1cc(C)c2ccc3c(C)c(C)n(C)c3c2n1
  5.5	-16	-0.2	1	-2	-5	-3	0.7	-5	1
Cc1cc2ccccn2c1C(=O)c1ccncc1
  1.2	-8	-0.2	0.9	5	-2	-2	0.1	14	0.9
O=C(NCc1ccc(Cl)cc1)c1ccc(Br)o1
  0.6	-10	-0.4	1	-4	·	-1	0.0	0	1
Cc1cc(S(=O)(=O)NC2CCCCC2)ccc1OCC(=O)NCC1CCCO1 (stereo unspecified)
  0.2	-17	0.0	1.1	1	-10	-3	-0.2	-6	1.1

Next part.
Screens in order – RAM inhibit	TNAP inh no acc	Hsp70 act	PMI act	HMGR II inh	S1P3 antag	TNAP inh hi DEA	Redox H2O2 prof	L major viab	PMI act satM6P
CCN=C1SC(C(=O)Nc2ccc(OC)cc2)CC(=O)N1CC (stereo unspecified)
  0.7	-2	0.0	1.2	-1	4	-3	-0.9	0	1.2
COc1ccc(NC(=O)c2ccccc2-c2ccc(C(F)(F)F)cc2)cc1S(=O)(=O)N1CCOCC1
  2.3	-9	0.2	1	-3	-2	-6	-0.1	-1	1
CC(NC(=O)C1CCC(CNc2c(N3CCOCC3)c(=O)c2=O)CC1)c1ccccc1 (stereo unspecified)
  1.8	2	-0.3	1.1	-6	·	-3	-1.3	-7	0.9
COc1ccccc1-c1cc(SC)c(C#N)c(=O)o1
  9.3*	-10	0.1	1.1	0	7	-1	0.1	-2	1
COc1ccc(C)cc1N(C)C(=O)c1coc(=O)c2ccccc12
  2.1	-14	-0.3	1.1	-2	·	-3	0.9	-4	1.1
Cc1cc(N2C(=O)C3CC=CC(C)C3C2=O)no1 (stereo unspecified)
  -0.4	-10	-0.4	1.1	1	·	-1	-0.8	-3	1.1
COC(=O)c1oc2ccc(Br)cc2c1-n1cccc1
  1.6	-15	-0.3	0.9	-3	-8	-5	2.1	-7	0.9
CN1C(=O)c2ccc(N(C)C)cc2C1=O
  -0.5	-1	-0.2	1.1	0	·	5	1.6	-3	1.1
COc1ccccc1NC(=S)NC(C)=O
  1.4	1	0.9	1	1	-14	-3	-0.3	2	1.1
O=C(CSc1nnc(-c2ccccc2O)o1)N1CCc2ccccc2C1
  6.0	-17	-0.4	0.9	-7	·	-3	0.1	-3	1
Clc1ccccc1-c1nnc2sc(-c3cccs3)nn12
  1.6	2	-0.4	0.8	-9	2	-3	0.2	1	0.8
Cc1ccc(NC(=O)c2cccnc2C(=O)Nc2ccc(C)cc2)cc1
  3.0	-15	-0.1	1	-6	9	-2	-0.2	-2	1
Cc1ccc(-n2c(SCc3nnc4n3CCC4)nnc2-c2ccccc2)cc1
  1.4	-10	0.0	1	-2	-12	-5	2.1	15	1
CSc1nc2[nH]ncc2c(=O)[nH]1
  0.6	-9	0.0	1	-5	12	1	-0.6	-10	1
Cc1ccc(P(=O)(CSC(=N)N)c2ccc(C)cc2)cc1
  0.4	37	-0.1	1	-4	15	-2	1.4	-2	1
Nc1ccc2nc(-c3ccccn3)[nH]c2c1
  1.9	-11	0.4	0.8	2	·	0	1.4	-3	0.5
CC(C)CSc1nnc2c(n1)[nH]c1ccccc12
  5.0	-18	0.2	1.1	3	·	-6	0.0	6	1
C[n+]1ccccc1C1CCCC/C1=N\Nc1ccc([N+](=O)[O-])cc1[N+](=O)[O-] (stereo unspecified)
  1.0	-6	0.0	1.1	-10	-8	7	1.7	-1	1.2
Cc1ccc(S(=O)(=O)NC(=O)c2cc(C)n(C3CC3)c2C)cc1
  2.3	2	-0.4	1.1	-5	-27	-3	-0.7	-3	1
COc1ccc(CCNC(=O)Cn2cc(C(F)(F)F)cc(Cl)c2=O)cc1OC
  4.3	-14	-0.3	1	-3	1	-4	-0.1	-5	1
Cc1ccccc1Nc1nc(N)nc(COC(=O)C(NC(=O)c2ccco2)C(C)C)n1 (stereo unspecified)
  0.9	-5	-0.3	1	4	33	-3	-0.4	8	1.1
O=S(=O)(c1ccc(Br)cc1Cl)N1CCN(CCO)CC1
  0.3	-11	0.1	1.2	5	-28	-9	-0.7	-7	1.1
CC1CCCC(C)N1CC(O)COCC1COc2ccccc2O1 (stereo unspecified)
  1.0	2	0.0	1.1	-9	·	-5	-3.7	52*	1
O=C(NC1CCCCC1NC(=O)c1ccco1)c1ccco1 (stereo unspecified)
  0.7	-7	0.0	0.9	0	-12	-2	1.2	-5	0.9
O=C(CN1CCCCC1)N1c2ccccc2Sc2ccc(C(F)(F)F)cc21
  1.6	-8	0.0	1.1	0	·	-4	1.8	92*	1.1
O=c1cc[nH]c2ccc(Cl)cc12
  0.3	-9	-0.2	1	-3	-3	-4	0.3	-2	1
COc1ccc(N2CCN(Cc3cc(=O)oc4ccc5ccccc5c34)CC2)cc1
  -0.5	-3	-0.4	0.8	-1	22	-5	1.4	48	0.6
O=C(OCc1cncs1)c1cccs1
  0.9	2	-0.2	0.9	2	-5	0	-1.2	-5	0.8
NS(=O)(=O)c1ccc(CCNC(=O)c2ccco2)cc1
  1.2	-1	-0.2	0.9	4	-5	2	-1.0	-1	0.8
Cc1cc(C(F)(F)F)nn1Cc1ccc(C(=O)NCc2ccco2)o1
  0.8	-23	0.2	1.1	-2	5	-5	2.3	0	1.2
COc1ccc(CN(C(=O)c2cnccn2)C(C(=O)NC(C)(C)C)c2cc(OC)c(OC)c(OC)c2)cc1 (stereo unspecified)
  0.9	-8	-0.1	1	0	·	-4	0.3	-2	1

Screens as filed in PubChem.
